Source: PubChem BioAssay (The Scripps Research Institute Molecular Screening Center)
OXTR potentiate – human OXTR potentiators, primary screen, fluorescence, CHO-OTR cells, Fluo-8 calcium. hit rate 0.061% among 320,000. activation, % at 3 µM. Fluo-8 calcium fluorescence, potentiator mode; 0% = oxytocin EC15, 100% = EC100. AID 2445, 2010;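 active = activation above that plate's cutoff, the mean activation of tested compounds plus 3 SD, cut at about 6.6% in these data, passing the limit was not always enough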;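 note: 100% uses oxytocin at 75 nM as the full agonist control; some results filed as inactive read as strong as hits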
Target sequence (P30559 whole entry, looked up): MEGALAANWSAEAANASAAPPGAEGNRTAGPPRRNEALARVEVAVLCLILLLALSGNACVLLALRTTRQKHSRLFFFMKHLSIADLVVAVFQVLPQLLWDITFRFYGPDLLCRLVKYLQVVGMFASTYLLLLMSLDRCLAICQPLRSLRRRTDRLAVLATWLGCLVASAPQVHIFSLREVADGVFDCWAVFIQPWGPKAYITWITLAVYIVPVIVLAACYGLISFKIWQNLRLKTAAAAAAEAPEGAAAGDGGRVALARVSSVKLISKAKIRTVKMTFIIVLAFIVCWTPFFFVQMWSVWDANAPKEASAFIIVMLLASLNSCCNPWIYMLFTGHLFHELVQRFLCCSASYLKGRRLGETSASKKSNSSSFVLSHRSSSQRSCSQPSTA
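Assay system: CHO cell line stably expressing human OTR | Also added: Oxytocin at about EC15, sub-maximal agonist stimulus | Times: Compound 6 min at room temperature before oxytocin, 100 s read | Measured by: Fluo-8 intracellular calcium fluorescence, ex 470-495, em 515-575 nm | Controls: EC15 oxytocin alone as 0%, 75 nM oxytocin as 100%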
CHRM4 antagonist – human M4 muscarinic receptor antagonists, primary screen, CHO cells, Fluo-8 calcium fluorescence; AID 624125, 2012; inhibition, % at 3 µM; hit rate 0.73% among 360,000; CHO-hM4 cells, ACh EC80; Muscarinic acetylcholine receptor M4 (Homo sapiens), P08173;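 active = inhibition above its plate's cutoff, the mean inhibition of sample wells plus 3 SD, cut at about 27% in these data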;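 note: 0% = acetylcholine EC80 with DMSO and 100% = DMSO without agonist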
Target sequence (P08173 whole entry, looked up): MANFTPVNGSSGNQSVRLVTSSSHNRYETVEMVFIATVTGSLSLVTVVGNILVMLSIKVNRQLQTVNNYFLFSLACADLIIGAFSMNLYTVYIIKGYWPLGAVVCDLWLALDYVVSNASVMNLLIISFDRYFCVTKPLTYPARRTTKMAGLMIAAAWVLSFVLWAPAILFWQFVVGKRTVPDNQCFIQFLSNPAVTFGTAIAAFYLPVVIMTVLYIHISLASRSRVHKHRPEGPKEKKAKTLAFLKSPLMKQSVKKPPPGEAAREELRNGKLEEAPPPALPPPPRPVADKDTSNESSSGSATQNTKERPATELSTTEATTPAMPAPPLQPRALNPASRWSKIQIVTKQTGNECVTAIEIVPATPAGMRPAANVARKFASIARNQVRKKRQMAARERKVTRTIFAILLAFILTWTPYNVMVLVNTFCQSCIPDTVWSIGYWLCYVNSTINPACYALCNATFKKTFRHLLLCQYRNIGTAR
M1 ag parental – counter-screen for M1 agonists: effect in parental CHO-K1 cells | Fluo-8 calcium fluorescence; scaled to maximal ATP response, vehicle zero | activation, % at 3 µM | hit rate 0.48% among 360,000 | AID 602248, 2012; in the data active = activation above about 15%;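 note: untransfected CHO-K1 host cells lacking M1 receptor as counterscreen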
CHO-K1 Ca antag – counter-screen for M1 antagonists: effect in parental CHO-K1 cells; ATP-induced calcium, Fluo-8 fluorescence; inhibition, % at 3 µM; hit rate 0.6% among 360,000;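 active = inhibition above a per-plate cutoff, the plate's mean sample inhibition plus 3 SD, cut at about 24% in these data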;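 note: 0% = DMSO plus EC80 ATP and 100% = DMSO alone without ATP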
CHRM1 agonist – human M1 muscarinic receptor agonists, primary screen, Fluo-8 calcium fluorescence, CHO-K1 cells, HTS; Muscarinic acetylcholine receptor M1 (Homo sapiens), P11229; CHO-K1 hM1, agonist mode; 0% DMSO, 100% acetylcholine EC100; activation, % at 3 µM; hit rate 0.33% among 360,000;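 active = activation above the run's mean compound activation plus 3 SD, cut at about 16% in these data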;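 note: peak over basal fluorescence ratio within a 140 s kinetic read after compound addition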
M1 antag – human M1 muscarinic receptor antagonists, primary screen, CHO-K1 cells, Fluo-8 calcium fluorescence, 1536-well; AID 588852, 2011; inhibition, % at 3 µM; hit rate 1.3% among 360,000; Muscarinic acetylcholine receptor M1 (Homo sapiens), P11229; CHO-K1 hM1, ACh EC80 antagonist;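 active = percent inhibition above its own plate's cutoff, namely the mean of that plate's compound wells plus 3 SD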;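 note: peak over basal fluorescence ratio during 140 s after agonist addition; 0% = ACh EC80 plus DMSO and 100% = DMSO alone without agonist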
CHO parental Ca – ATP-evoked calcium signal inhibitors, parental CHO, primary screen, counter-screen for OX1R antagonist project, cell-based, fluorescence, Fluo-8 calcium dye | parental CHO-K1, ATP-induced calcium, Fluo-8 fluorescence | inhibition, % at 5.6 µM | hit rate 0.63% among 330,000;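 active = inhibition above that plate's mean sample inhibition plus 3 SD, cut at about 26% in these data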;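 note: 0% = ATP-challenged DMSO wells and 100% = DMSO wells without ATP; some compounds past the cut are filed as inactive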
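Test system: parental CHO cells; detection: calcium-sensitive Fluo-8 fluorescence; evaluation: percent inhibition of calcium signal; also added: ATP as calcium-mobilizing challenge; repeats: one well per compound; control set: ATP-challenged DMSO wells low, unchallenged DMSO wells high; compound: single nominal dose of 5.6 µM per compound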
M1 PAM – human M1 muscarinic receptor positive allosteric modulators, primary screen, CHO-K1 cells, Fluo-8 calcium fluorescence, 1536-well; AID 588819, 2011; activation, % at 3 µM; CHO-K1 hM1, ACh EC20; 0% = ACh EC20, 100% = maximal ACh; Muscarinic acetylcholine receptor M1 (Homo sapiens), P11229; hit rate 0.088% among 360,000; in the data active = activation above about 19%, passing the limit was not always enough
CHRM4 agonist – human M4 muscarinic receptor agonists, primary screen, CHO-K1 cells, Fluo-8 calcium fluorescence. Muscarinic acetylcholine receptor M4 (Homo sapiens), P08173. CHO-K1 hM4/Gqi5; vehicle 0%, full acetylcholine response 100%. activation, % at 3 µM. hit rate 0.14% among 360,000. AID 624127, 2012;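 active = activation above the run mean over all test wells plus 3 SD, cut at about 32% in these data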;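 note: peak over basal fluorescence ratio per well then scaled between controls; 0% = DMSO wells and 100% = acetylcholine at EC100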
* marks the source's active call; other numbers are inactive results; nt = no result given.

Values in the order – OXTR potentiate, CHRM4 antagonist, M1 ag parental, CHO-K1 Ca antag, CHRM1 agonist, M1 antag, CHO parental Ca, M1 PAM, CHRM4 agonist
1	COC(=O)CN(c1ccc(C)cc1)S(=O)(=O)c1ccc2c(c1)n(C)c(=O)c(=O)n2C
  -5.5, 2.9, 0.2, -14.4, -6.0, -8.5, 2.3, 5.6, 0.4
2	CCCC(=O)n1nc(NCc2ccc(OC)cc2)nc1NCc1ccc(OC)cc1
  -6.2, -9.6, 0.5, -12.0, -4.6, -3.7, -13.6, -1.7, -1.6
3	COc1cccc(NC(=O)C2CCCN(S(=O)(=O)c3cccc4cccnc34)C2)c1 (stereo not drawn)
  2.3, -9.5, 2.8, -4.5, -2.5, -5.8, -7.7, 2.7, 13.8
4	COc1cccc(N2CCN(Cc3ccsc3)CC2)c1
  -19.9, -0.7, -0.1, -9.6, -3.6, -9.7, -7.3, 8.8, 0.8
5	Oc1c(C(c2ccccc2)N2CCc3ccccc3C2)sc2ncnn12 (stereo not drawn)
  -8.2, 6.6, 0.8, -1.4, -5.5, -11.6, 0.0, 5.5, 3.5
6	Cc1ccc(S(=O)(=O)Oc2ccc(/C=N/NC(=O)c3nn(C)cc3[N+](=O)[O-])cc2)cc1
  -2.3, 15.4, 1.7, -0.1, -7.0, -2.6, -14.2, 0.7, 6.4
7	CCCc1cc(=O)[nH]c(Nc2ccc(N3CCCCC3)cc2)n1
  -11.3, -9.7, 1.9, 2.5, -5.0, -1.3, -14.0, 3.0, 4.2
8	CCOc1ccc(S(=O)(=O)N2CCCCC2)cc1NC(=O)Cc1ccc(OC)cc1
  nt, 5.4, 1.2, 2.4, -3.2, 2.8, nt, -5.2, 4.8
9	COc1ccc(NC(=O)C2CC(c3ccccc3O)=NO2)cc1OC (stereo not drawn)
  -11.5, -5.8, 1.6, 11.1, 0.8, -8.9, -6.4, 6.8, 2.4
10	CC(=O)C1C(c2ccc(F)c(F)c2)NC(=O)NC1(O)C(F)(F)F (stereo not drawn)
  4.2, -3.0, 0.0, 0.4, -3.3, -0.5, -2.4, 3.1, 0.1
11	COc1ccc(-c2cnnn2-c2ccc([N+](=O)[O-])cc2)cc1
  -2.5, -19.5, 0.3, -4.7, -2.7, -1.6, -7.6, 0.7, 1.1
12	Cc1ccccc1NC(=O)NC1CCCCCCC1
  -4.5, -0.4, 2.6, -7.0, -2.7, -9.8, -7.5, 6.8, 0.2
13	CC1(C)CC(=O)C2=C(C1)OC(N)=C(C#N)C2c1ccc2c(c1)OCO2 (stereo not drawn)
  -7.7, -4.9, 0.2, -30.6, -8.6, -13.7, 6.2, 2.2, 1.6
14	CC(C)n1cc(CN2CCN(CCc3ccccc3)C(CCO)C2)cn1 (stereo not drawn)
  0.5, -0.3, 1.6, -15.1, -7.4, 1.1, -5.8, -1.8, 0.0
15	COc1ccccc1S(=O)(=O)Cc1ccc(C(=O)NCc2ccc(C)cc2)o1
  -11.1, 4.1, 0.9, -1.2, -3.0, -3.9, -22.4, 1.6, 1.4
16	CCOC(=O)N1CCN(c2nc(-c3cccc(OC)c3)cc(C(F)(F)F)n2)CC1
  0.0, 4.0, 0.6, -9.4, -1.8, -5.1, -8.8, 5.8, 0.6
17	Cc1cc(NC(=O)[C@H](C)NC(=O)c2ccco2)ccc1Br
  -10.7, 0.4, 3.4, -5.8, -6.2, 0.3, -8.5, 1.3, 2.9
18	Cn1nnnc1Sc1ncnc2scc(-c3ccc(F)cc3)c12
  -3.5, 1.6, 0.3, -8.0, -2.8, -7.3, -14.9, 7.0, 2.3
19	Cc1nn(Cc2ccccc2Cl)c2sc(C(=O)NC(C)(C)C)cc12
  1.4, -0.5, -0.5, -5.2, -3.5, -12.7, -11.3, 5.0, -1.7
20	O=C(CSc1nc2ccccc2[nH]1)c1ccco1
  -13.4, 1.2, 0.2, -4.3, -3.2, -22.5, -10.0, 1.0, 0.2
21	O=C(CN(C(=O)c1ccco1)c1cccc(F)c1)NCc1ccc(F)cc1
  -5.5, -4.8, -0.1, -0.7, -0.6, -7.8, -11.1, 7.7, 2.0
22	Cc1ccc(NC(=O)c2ccc(OCc3c(C)noc3C)cc2)cc1C
  -4.8, -5.3, 4.2, -16.2, -5.3, -8.0, -7.7, 10.1, 5.6
23	C=CCNC(=O)Nc1ccc2nc(C)sc2c1
  -1.9, 1.1, 1.9, -19.4, -4.7, -12.4, -3.3, 18.8, 2.9
24	Cc1nnc(SCC(=O)NNC(=O)COc2ccc(Br)cc2)n1C
  0.8, 7.0, -0.4, -11.2, -4.0, 13.3, -0.5, -6.5, 0.0
25	COc1ccc(Nc2ncnc3ccc(C)cc23)cc1
  -3.9, -1.1, 1.5, -3.5, -3.4, -11.9, -26.6, 2.3, 0.7
26	CC1=NNC(=O)C1CCC(=O)N/N=C/C(Br)=C/c1ccccc1 (stereo not drawn)
  8.3, -0.2, -0.3, -0.1, -5.5, -10.2, -3.9, 9.1, 0.8
27	O=C(NCCc1ccccc1)c1cccc(NC(=O)C2CCCCC2)c1
  nt, 0.6, 1.9, 8.7, -3.9, -9.8, nt, 3.5, 6.6
28	Cc1cc(C)n(-c2nc(NCCC(C)C)c3c4c(sc3n2)COC(C)(C)C4)n1
  nt, -7.0, 0.4, -16.7, -1.9, -16.4, nt, 8.9, 0.1
29	Cc1ccc(CN2CCN(Cc3cccn3-c3ccccn3)CC2CCO)cc1 (stereo not drawn)
  -0.4, 2.3, 0.4, -9.6, -11.5, -2.5, -14.4, 8.9, 0.3
30	O=S(=O)(c1cc(Cl)c(Cl)cc1Cl)N1CCN2CCCC2C1 (stereo not drawn)
  -10.5, -0.2, 2.4, -0.7, -7.9, -8.9, 10.8, -4.7, 1.5
31	COc1ccc(Cl)cc1-c1n[nH]c(=S)n1Cc1ccccc1
  2.7, 0.5, 0.3, -9.3, -8.6, -6.9, -15.8, 6.4, -1.4
32	Cn1c(=O)c2cc(S(=O)(=O)NC(C(=O)Nc3cccnc3)c3ccccc3)ccc2n(C)c1=O (stereo not drawn)
  -7.1, -3.2, 0.5, 5.6, -6.9, -3.6, -2.0, 4.6, 0.0
33	CCc1cc(-c2cnnn2CCc2c[nH]c3ccccc23)ccc1-c1cn(CC(C)C)nn1
  nt, -4.8, 2.3, 0.1, -5.8, -4.9, nt, -0.8, 3.2
34	Nc1[nH]n(-c2ccccc2)c(=O)c1N=Nc1ccc2ncsc2c1
  -7.2, 7.0, 3.8, -10.4, -2.1, 4.1, -11.9, -6.2, 9.1
35	O=C(CCSCc1cccc(Cl)c1)NC1CCCC1
  -5.3, -11.3, 0.7, -13.2, -2.5, -12.3, -7.3, 9.0, 1.6
36	COc1ccc(NC(=O)C2C3C=CC4(CN(Cc5cccnc5)C(=O)C24)O3)c(OC)c1 (stereo not drawn)
  -13.1, -3.7, 1.0, 2.8, -3.1, 3.7, -2.7, -2.9, 2.2
37	COc1ccc2cc(S(=O)(=O)NC3CC(C)(C)NC(C)(C)C3)ccc2c1
  -4.5, -6.4, 0.1, 6.7, -3.9, -7.0, -15.5, 6.5, -0.2
38	Cc1ccc(S(=O)(=O)N2CCOCC2)cc1C(=O)OCC(=O)Nc1ccc2[nH]c(=O)[nH]c2c1
  1.2, -19.7, 0.7, -10.7, -4.0, -10.8, 0.0, 7.0, 0.0
39	C/C(=N\NC(=O)c1nn(C)cc1Cl)c1ccncc1
  -1.0, 3.2, 0.3, -3.3, -3.0, 0.0, -6.6, 0.6, 0.1
40	O=[N+]([O-])c1cc(/C=N/NC(=S)Nc2ccccc2Cl)ccc1Cl
  -14.8, 9.7, -0.1, -7.8, -2.9, 7.2, -18.1, 1.5, 1.3
41	CCCC[C@H]1COCCS(=O)(=O)N1Cc1ccc(Br)cc1
  -5.8, 13.4, 0.2, -11.1, -11.7, 3.2, -11.4, -9.6, 0.8
42	Cc1[nH]c2ccccc2c1N=Nc1c(C)n(C)n(-c2ccccc2)c1=O
  -9.8, 7.2, 0.8, -12.6, -5.1, -8.3, 1.0, 9.4, 0.6
43	COc1nnc(-c2ccc(N3CCCCC3)c(NC(=O)C3CCCCC3)c2)c2ccccc12
  8.7, 8.1, 0.0, -8.3, -5.5, -1.8, -13.3, 3.1, -0.7
44	COc1ccc(C(=O)N=S2CCN(C(=O)c3ccc(Cl)cc3)CC2)cc1
  -11.6, -3.5, 0.2, 5.4, -2.0, -8.9, -12.3, 8.3, 0.2
45	C/C(N)=C(/C#N)C(=O)CSc1nc2ccccc2c(=O)n1Cc1ccc(F)cc1
  -0.7, 8.1, 2.8, -6.8, -3.2, -3.0, -6.9, 3.4, 6.1
46	COc1ccc(C)cc1-n1nnnc1SCC(=O)c1ccc2c(c1)OCCO2
  -12.0, 16.3, 0.7, -2.9, -1.5, 3.4, 2.8, -0.8, 2.4
47	COc1cc(OC)cc(C(=O)NCCCNC(=O)c2ccccn2)c1
  -4.1, -4.5, 1.0, -2.9, -1.6, -1.9, 2.1, 5.8, 1.0
48	O=C(O)C(NC(=O)C1CCCN1C(=O)OCc1ccccc1)c1ccccc1 (stereo not drawn)
  nt, -0.9, 0.4, -4.6, -1.4, -11.1, nt, 4.6, 0.8
49	COc1ccc(CNC(=O)CN(Cc2ccc(F)cc2)C(=O)CCC(=O)Nc2nccs2)cc1
  -7.0, -5.8, 2.4, -8.2, -7.5, -0.8, -22.2, -0.7, 6.1
